EBI2 antag = EBI2 receptor antagonists, beta-arrestin recruitment, primary screen, cell-based, luminescence, 7a,25-OHC stimulation, uHTS. 7a,25-OHC stimulated. hit rate 0.81% among 360,000. inhibition, % at 5 µM; in the data active = inhibition above about 38%;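 note: enzyme fragment complementation signal reports receptor beta-arrestin coupling in cells; 0% = agonist plus DMSO wells and 100% = wells without agonist; some results beyond the cut were filed as inactive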
CHOP UPR activ = activators of apoptotic CHOP UPR arm, primary screen, cell-based, CHO-CHOP luciferase reporter, luminescence, uHTS; UPR activation; percent of tunicamycin response over DMSO baseline; activation, % at 10 µM; hit rate 0.34% among 330,000; AID 449763, 2010;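 active = at 10 µM dose, activation of 40% or more, normalized to positive control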;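 note: 100% = tunicamycin at 10 µg/mL and 0% = DMSO alone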
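System: CHO CHOP reporter cells. Amount: 500 cells per well. Buffer or medium: F12 medium, 10% FBS. Compound dosing: one dose, 10 µM in 0.5% DMSO. Incubation: 6 h compound exposure at 37 °C after overnight seeding. Technique: Steady-Glo luciferase luminescence. Benchmarks: tunicamycin and DMSO controls.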
UPR XBP1 act = activators of adaptive XBP1 UPR arm, primary screen, cell-based, CHO-XBP1 luciferase reporter, luminescence, uHTS | IRE1-XBP1 UPR activation; percent of tunicamycin response, DMSO as zero | hit rate 0.33% among 330,000 | activation, % at 20 µM;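 active = versus positive control, 20 µM dose yields 30% or more activation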;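 note: 100% = tunicamycin at 10 µg/mL and 0% = DMSO only wells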
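Material: IRE1-XBP1 luciferase reporter CHO line / Quantity: one thousand reporter cells per well / Buffer or medium: F12 with 10% serum / Compound: 20 µM single concentration, DMSO 1% / Times: 6 h treatment, 37 °C / Detection: Steady-Glo luciferase glow luminescence, 10 min after reagent addition / Benchmarks: tunicamycin high, DMSO low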
Gli-Sufu block = Gli-Sufu pathway antagonists, primary screen, luciferase luminescence, Sufu-KO-LIGHT cells, uHTS | Sufu-KO-LIGHT fibroblasts, Gli luciferase reporter luminescence | AID 588413, 2011 | hit rate 0.74% among 340,000 | inhibition, % at 5 µM;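 active = inhibition above about 55%, limit read from the data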;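 note: 0% = DMSO-treated cells and 100% = wells with medium but no cells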
Jurkat NFkB inh = inhibitors of induced NF-kB luciferase reporter, primary screen, TCR NF-kB activation inhibitor project, cell-based, luminescence, uHTS; Jurkat, PMA/ionomycin-induced NF-kB luciferase reporter; inhibition, % at 4 µM; hit rate 0.53% among 330,000; in the data active = inhibition above about 50%
697 NFkB inh = inhibitors of PMA/ionomycin-induced NF-kB reporter, 697 cells, primary screen, B-cell NF-kB inhibitor project, cell-based, luminescence, uHTS | 697 B-cell NF-kB luciferase reporter, 16 h | inhibition, % at 4 µM | hit rate 0.33% among 330,000; in the data active = inhibition above about 35%
CXCR6 block = CXCR6 receptor inhibitors, primary screen, cell-based, beta-arrestin, luminescence, CHO-K1 PathHunter, 1536-well | C-X-C chemokine receptor type 6 (Homo sapiens), O00574 | inhibition, % at 20 µM | hit rate 0.36% among 360,000 | AID 602244, 2012; in the data active = inhibition above about 34%, passing the limit was not always enough;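 note: antagonist mode with CXCL16 agonist at 10 nM final; 0% = 10 nM CXCL16 with DMSO and 100% = unstimulated wells without agonist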
CCR6 antag = CCR6 receptor antagonists, primary screen, cell-based, CHO-K1, luminescence, beta-arrestin, uHTS; CHO-K1 CCR6 PathHunter beta-arrestin, CCL20-stimulated; inhibition, % at 20 µM; hit rate 0.49% among 340,000;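 active = compounds whose inhibition of the agonist-driven luminescence signal at 20 µM reaches about 50%, limit read from the data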;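 note: cells stimulated with CCL20 at 14 nM final; plate controls were DMSO with CCL20 for no effect and DMSO without agonist for full effect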
Mdm2 MdmX PPI = inhibitors of human Mdm2-MdmX association, primary screen, cell-based, luminescence, split luciferase, SaOS-2, uHTS | SaOS-2 split-luciferase Mdm2/MdmX complementation | hit rate 3% among 330,000 | inhibition, % at 8 µM | Protein Mdm4 (Homo sapiens) + E3 ubiquitin-protein ligase Mdm2 (Homo sapiens), …;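 active = inhibition of at least 50% at 8 µM in the primary screen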
Target sequence (O15151 whole entry, looked up): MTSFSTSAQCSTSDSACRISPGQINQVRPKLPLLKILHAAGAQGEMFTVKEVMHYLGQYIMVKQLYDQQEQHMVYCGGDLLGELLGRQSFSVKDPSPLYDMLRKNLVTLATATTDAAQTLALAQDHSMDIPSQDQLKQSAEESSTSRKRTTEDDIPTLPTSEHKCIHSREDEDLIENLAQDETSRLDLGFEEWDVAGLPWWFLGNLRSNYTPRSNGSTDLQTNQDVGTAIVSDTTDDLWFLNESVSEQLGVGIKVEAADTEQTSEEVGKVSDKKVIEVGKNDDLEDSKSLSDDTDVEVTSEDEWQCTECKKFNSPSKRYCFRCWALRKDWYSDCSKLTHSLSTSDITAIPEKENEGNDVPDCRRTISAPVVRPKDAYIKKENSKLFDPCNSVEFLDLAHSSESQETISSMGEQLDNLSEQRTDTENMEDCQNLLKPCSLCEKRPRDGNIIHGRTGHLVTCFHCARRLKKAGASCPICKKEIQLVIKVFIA
Target sequence (Q00987 whole entry, looked up): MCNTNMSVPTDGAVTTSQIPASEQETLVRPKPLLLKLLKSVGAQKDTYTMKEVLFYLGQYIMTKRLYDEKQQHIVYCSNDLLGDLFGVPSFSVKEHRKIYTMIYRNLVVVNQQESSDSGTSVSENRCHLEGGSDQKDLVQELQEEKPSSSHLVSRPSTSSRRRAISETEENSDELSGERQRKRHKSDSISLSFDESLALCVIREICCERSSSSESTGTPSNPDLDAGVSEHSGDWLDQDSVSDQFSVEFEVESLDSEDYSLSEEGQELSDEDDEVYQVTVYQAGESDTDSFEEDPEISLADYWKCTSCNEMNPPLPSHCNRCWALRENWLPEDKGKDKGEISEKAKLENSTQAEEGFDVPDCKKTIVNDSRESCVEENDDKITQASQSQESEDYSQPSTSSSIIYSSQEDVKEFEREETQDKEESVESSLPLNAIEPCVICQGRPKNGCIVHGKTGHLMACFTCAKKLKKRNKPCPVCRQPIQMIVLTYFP
Starred values were filed as active, the others as inactive; x = not tested or not shown. Compounds as they come (roughly 5% active in at least one column).

SMILES	EBI2 antag	CHOP UPR activ	UPR XBP1 act	Gli-Sufu block	Jurkat NFkB inh	697 NFkB inh	CXCR6 block	CCR6 antag	Mdm2 MdmX PPI
CCOCCCN(C)C1CCN(C(=O)c2oc3ccccc3c2NC(=O)c2ccc([N+](=O)[O-])cc2)CC1	5	1.1	-2	21	7	-7	-7	2	15
CC(C)NC(=O)N(C)C[C@H]1Oc2ccc(NS(=O)(=O)c3ccc(F)cc3)cc2C(=O)N([C@H](C)CO)C[C@@H]1C	-21	-0.7	2	-1	-10	11	-12	2	21
Cc1ccc(C(=O)O)cc1NC(=O)CN1C(=O)C2C3c4ccccc4C(Br)(c4ccccc43)C2C1=O (stereo unspecified)	-11	1.3	-4	-8	-20	-9	-15	-24	-34
CC(C)(C)c1cc(-c2ccccc2)n[nH]1	3	0.0	2	-2	-1	0	-12	5	27
CNC(=S)N(CCc1c(C)[nH]c2ccc(Cl)cc12)Cc1cccnc1	15	-0.6	-7	12	-4	-1	-10	11	3
O=C(CNC(=O)c1ccc2ccccc2c1)NCc1ccc(F)cc1	13	2.1	-2	5	5	-13	-3	-1	15
O=C(CCc1nnc(C2CCCCC2)o1)NCCCOc1cccnc1	-9	-0.4	-3	-17	0	2	-4	-5	-8
CSc1nc2sc3c(c2c(=O)[nH]1)CCC(C)C3 (stereo unspecified)	3	3.4	6	3	-4	-24	-7	-9	19
CCCSc1nnc(-c2cccc(S(=O)(=O)N(C)C)c2)n1-c1cc(OC)ccc1OC	1	4.9	-2	9	1	-14	2	2	22
O=S(=O)(c1ccccc1)N1CCN(S(=O)(=O)c2ccccc2)c2ccccc21	4	x	x	5	x	x	-9	8	x
COc1ccc(/C=N/S(=O)(=O)c2cccs2)cc1	-5	-1.8	0	-2	2	14	-3	-4	12
COc1ccccc1NC(=O)/C=C/C(N)=O	-8	12	-6	-1	11	0	-11	-16	7

Record cards, as listed above. Order of screens: EBI2 antag | CHOP UPR activ | UPR XBP1 act | Gli-Sufu block | Jurkat NFkB inh | 697 NFkB inh | CXCR6 block | CCR6 antag | Mdm2 MdmX PPI
Profile of `CNC(=S)N(CCc1c(C)[nH]c2ccc(Cl)cc12)Cc1cccnc1` : 15 | -0.6 | -7 | 12 | -4 | -1 | -10 | 11 | 3
Profile of `CCOCCCN(C)C1CCN(C(=O)c2oc3ccccc3c2NC(=O)c2ccc([N+](=O)[O-])cc2)CC1` : 5 | 1.1 | -2 | 21 | 7 | -7 | -7 | 2 | 15

By substructure: the compounds so far with an aryl thioether with sulfur outside any ring (2)
SMILES	EBI2 antag	CHOP UPR activ	UPR XBP1 act	Gli-Sufu block	Jurkat NFkB inh	697 NFkB inh	CXCR6 block	CCR6 antag	Mdm2 MdmX PPI
CSc1nc2sc3c(c2c(=O)[nH]1)CCC(C)C3 (stereo unspecified)	3	3.4	6	3	-4	-24	-7	-9	19
CCCSc1nnc(-c2cccc(S(=O)(=O)N(C)C)c2)n1-c1cc(OC)ccc1OC	1	4.9	-2	9	1	-14	2	2	22

Next section:
SMILES	EBI2 antag	CHOP UPR activ	UPR XBP1 act	Gli-Sufu block	Jurkat NFkB inh	697 NFkB inh	CXCR6 block	CCR6 antag	Mdm2 MdmX PPI
COC(CNC(=O)c1c[nH]c2ccc(S(=O)(=O)N(C)c3ccc(F)cc3)cc2c1=O)OC	-5	2.7	-4	8	1	17	-13	-3	19
O=S(=O)(NCC1CCCO1)c1ccc(S(=O)(=O)N(Cc2ccccn2)C2CC2)cc1 (stereo unspecified)	-16	0.6	-1	3	0	7	0	12	8
CCc1cc(=O)oc2cc(C)cc(OC(=O)c3ccco3)c12	-18	0.5	-1	6	5	21	4	15	31
CC(=O)N(C(C)=O)c1ncn(C)c1S(=O)(=O)Nc1ccccc1	-2	x	x	-3	x	x	0	6	x
O=S1(=O)CCN(Cc2csc(-c3cccs3)n2)CC1	-2	-0.1	-4	-34	-57	-50	2	-1	14
CN(C)c1ccc(CNC23CN4CN(CN(C4)C2)C3)cc1	-8	-0.5	-1	3	8	4	4	-4	17
O=C(NCc1nc2ccccc2[nH]1)C1=C[C@H](C2CC2)C[C@H](OCc2ccc(CO)cc2)O1	-18	-1.6	-2	2	-16	4	-11	7	15
CC(=O)c1ccc(OCCCC(=O)Nc2ccc(C)c(S(=O)(=O)N3CCCCC3)c2)cc1	5	-0.5	-2	5	32	-46	-4	15	38
Cn1c(=O)n(CC#N)c2ccccc21	-1	4.5	0	-2	-17	-4	-5	5	-13
C=CCNC(=O)c1cc2c(=O)n3ccccc3nc2s1	-16	4.0	0	-49	-60	-62	-9	4	6
C=CCNc1nc(C(=O)OCC(=O)c2ccc(C)c([N+](=O)[O-])c2)cs1	8	8.3	-8	1	7	7	9	34	-1
CC1CCc2c(C(=O)NCC3CCCO3)csc2C1 (stereo unspecified)	-3	2.6	-1	-15	-9	-2	-10	2	4
O=C1CC(O)(c2ccccc2)C(c2ccccc2)=C1c1ccccc1 (stereo unspecified)	7	-0.6	0	-1	7	22	9	16	16
COc1cccc(C2CC(c3ccc(Cl)cc3Cl)Nc3nc(N)nn32)c1 (stereo unspecified)	-7	1.2	0	-6	0	-15	-4	-1	-3
N#Cc1c(/N=C/N2CCCC2)oc(-c2ccccc2)c1-c1ccccc1	1	1.9	-1	11	2	7	14	10	1
Cc1cc(=O)[nH]c(NC(=O)Cc2ccccc2)n1	0	x	x	13	x	x	-6	2	x
CCC1(C)Cc2nc3sc(C(=O)O)c(N)c3cc2CO1 (stereo unspecified)	14	2.7	6	-15	-4	4	0	9	-15
CS(=O)(=O)c1ccc(C(=O)N(CCc2ccccc2)Cc2ccccc2)cc1	2	0.5	-3	6	-1	-18	-3	16	19
CC(O)c1nc2c(c(=O)n(C)c(=O)n2C)n1C (stereo unspecified)	2	-0.5	0	3	3	19	0	4	2
O=C1CCCCC1Nc1ccc([N+](=O)[O-])cc1 (stereo unspecified)	-4	x	x	2	x	x	-6	10	x
Cc1ccc(CN(C)C(=O)COC(=O)CSc2cc(C)c3ccccc3n2)cc1	-3	1.2	0	1	3	11	3	10	12
COc1ccc(-n2c(C)nnc2SCC(=O)N2C(C)CCCC2C)cc1 (stereo unspecified)	-1	-2.3	1	-2	-16	-17	-6	4	2
C=C[C@@H]1c2ccccc2N(S(=O)(=O)c2ccc(C)cc2)[C@H](c2ccccc2)C1(C#N)C#N	3	0.7	-3	27	4	5	3	15	12
CN(Cc1nc(-c2ccncc2)no1)S(=O)(=O)c1ccc(Cl)cc1	6	-0.4	-2	8	0	-7	-4	2	-3

Random excerpt: five compounds from above, in no set order.
SMILES	EBI2 antag	CHOP UPR activ	UPR XBP1 act	Gli-Sufu block	Jurkat NFkB inh	697 NFkB inh	CXCR6 block	CCR6 antag	Mdm2 MdmX PPI
O=C1CCCCC1Nc1ccc([N+](=O)[O-])cc1 (stereo unspecified)	-4	x	x	2	x	x	-6	10	x
CC(O)c1nc2c(c(=O)n(C)c(=O)n2C)n1C (stereo unspecified)	2	-0.5	0	3	3	19	0	4	2
COc1ccc(-n2c(C)nnc2SCC(=O)N2C(C)CCCC2C)cc1 (stereo unspecified)	-1	-2.3	1	-2	-16	-17	-6	4	2
Cc1cc(=O)[nH]c(NC(=O)Cc2ccccc2)n1	0	x	x	13	x	x	-6	2	x
Cc1ccc(CN(C)C(=O)COC(=O)CSc2cc(C)c3ccccc3n2)cc1	-3	1.2	0	1	3	11	3	10	12

(further entries)
SMILES	EBI2 antag	CHOP UPR activ	UPR XBP1 act	Gli-Sufu block	Jurkat NFkB inh	697 NFkB inh	CXCR6 block	CCR6 antag	Mdm2 MdmX PPI
O=C(Nc1cccs1)Nc1ccccc1Cl	-6	2.7	1	-7	-39	-39	-11	-21	-19
CC1CCCC(C)N1C(=O)CN1c2cccc3cccc(c23)S1(=O)=O (stereo unspecified)	-14	1.3	1	2	-7	3	1	-10	5
COCCCNC(=O)CCc1nc2cccnc2n1Cc1ccc(OC)cc1	-3	1.0	-1	6	2	17	2	-4	-26
CN(C)c1ccc(CN(C(=O)COc2ccc(F)cc2)C2CCS(=O)(=O)C2)cc1 (stereo unspecified)	-10	0.4	1	-3	12	10	-3	-7	6
CCOC(=O)c1c(CSc2ccc(C)cc2)n(C)c2cc(Br)c(O)c(CN(C)C)c12	12	0.5	1	31	6	-30	4	9	31
COC(=O)COc1ccccc1C(=O)Nc1ccc(OC)cc1	5	1.5	1	1	-1	10	-4	-1	10
C=CCC1(CC=C)CCCN1C(=O)CC1C(=O)NCCN1Cc1cccc(OC)c1 (stereo unspecified)	-7	-0.2	2	4	7	-13	14	5	-15
CSc1cccc(NC(=O)N2CCc3ccc(NC(=O)c4ccccn4)cc3C2)c1	10	2.6	-2	-10	-88	-69	-4	17	-28
CO/N=C/c1cc([N+](=O)[O-])ccc1Sc1ccc(C)cc1	25	-1.4	-2	2	6	7	0	17	-6
O=C(CN1CCN(S(=O)(=O)c2ccccc2F)CC1)Nc1ccnn1C1CCCC1	2	-0.7	-3	1	-10	-9	0	0	-7
Oc1cccc(CN2CCCCC2)c1	-11	-0.1	-3	1	-15	9	-5	2	44
Cc1ccc(S(=O)(=O)N/N=C\c2ccc([N+](=O)[O-])o2)cc1	-8	0.0	4	5	-2	3	9	19	-7
Fc1ccc(Cn2nnnc2C(c2cccs2)N2CCCCCC2)cc1 (stereo unspecified)	7	-0.9	-4	10	-16	-39	-4	16	-26
N#C/C(=C\c1ccc(C(=O)O)cc1)S(=O)(=O)c1cc(Br)ccc1Br	1	-2.4	-5	4	-1	4	-4	9	4
CSc1ccccc1OCc1cc(C(=O)N(C)C2CCCc3ccccc32)no1 (stereo unspecified)	18	2.9	-2	9	2	7	10	15	15
COc1ccc(NC(=O)CSc2ccc3c(c2)OCCO3)cc1S(N)(=O)=O	2	-2.4	-2	-3	-2	10	-3	1	25
O=C(N1CCN(Cc2ccc3c(c2)OCO3)CC1)C(Cl)(Cl)Cl	0	1.0	2	-1	1	-8	-2	8	16
Cc1cccc(CSCCNC(=O)CCSc2ccccc2)c1	11	-0.6	-2	-10	0	5	5	16	9
N#C/C(=C\c1c(N2CCCCCC2)nc2ccccn2c1=O)C(=O)NCc1ccco1	10	1.8	0	2	-1	8	12	7	16
Cc1ccccc1/C=N/Nc1nc2ccccc2c(=O)n1O	-7	4.7	1	-23	-23	-37	1	13	2

Compound activity: PubChem BioAssay, Sanford-Burnham Center for Chemical Genomics
